Pol kappa inh = inhibitors of human DNA polymerase kappa; Q9UBT6; purified Pol kappa, fluorescent DNA synthesis assay, 10 min; Potency, µM (highest dose often 107 µM), without a hit: at the top dose activity, negative = inhibition, most hits filed as inhibitors; actives 0.53% (n = 400,000); AID 588579; note: % is set by controls: 0 for no effect and ±100 for the full control effect
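Kinetic fluorescence readout at 0 and 10 min followed reaction start with substrate at 50 nM final. Beforehand, enzyme (10 nM Pol kappa) stood 15 min with compound at room temperature; buffer-only wells were negative controls.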
APEX1 inh = APE1 (human) endonuclease inhibition | recombinant APE1, TAMRA/BHQ-2 abasic DNA cleavage fluorescence | Potency, µM (highest dose often 65.8 µM), for the others: at the top dose activity change, negative = inhibition, most hits filed as inhibitors | actives 0.35% (n = 350,000) | AID 2517;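 note: plate controls were vehicle for no effect and reference inhibitor for full effect; nearly all actives have a fitted effect of over 55% in size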
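0.75 nM APE1 + cpd, 15 min RT; start w/ 50 nM TAMRA/BHQ-2 THF-abasic dsDNA; kinetic fluor 525/598 nm ×3 reads @60 s; Δ(read3−read1); normalized to DMSO and NSC13755 control wells.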
Pol iota inh = inhibitors of human DNA polymerase iota; Pol iota fluorescent replication assay, 10 min; Potency, µM (top dose mostly 115 µM), without a hit: at the highest dose activity, negative = inhibition, hits mostly inhibitors; actives 1% (n = 390,000); AID 588590
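Fluorescent replication assay read twice, at 0 min and 10 min after adding 50 nM (final) substrate. Enzyme (10 nM) and compounds were first incubated 15 min at room temperature; enzyme-free buffer wells were negative controls.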
JMJD2A Tudor = inhibitors of human JMJD2A Tudor domain. O75164. AlphaScreen JMJD2A-Tudor / H3K4me3 peptide binding. Potency, µM (doses to about 114 µM), without a hit: at the top dose activity change, negative = inhibition, most hits filed as inhibitors. actives 4.4% (n = 390,000). AID 504339; note: % is set by controls: 0 for no effect and ±100 for the full control effect; nearly all actives have a fitted effect of over 50% in size
BAZ2B block = blocks human BAZ2B. Q9UIF8. AlphaScreen BAZ2B-H3K14Ac peptide displacement. Potency, µM (doses to about 114 µM), without a hit: at the highest dose activity change, negative = inhibition, hits mostly inhibitors. actives 4.4% (n = 360,000). AID 504333; note: % is set by controls: 0 for no effect and ±100 for the full control effect; nearly all actives have a fitted effect of over 60% in size
Target sequence (Q9UIF8 whole entry, looked up): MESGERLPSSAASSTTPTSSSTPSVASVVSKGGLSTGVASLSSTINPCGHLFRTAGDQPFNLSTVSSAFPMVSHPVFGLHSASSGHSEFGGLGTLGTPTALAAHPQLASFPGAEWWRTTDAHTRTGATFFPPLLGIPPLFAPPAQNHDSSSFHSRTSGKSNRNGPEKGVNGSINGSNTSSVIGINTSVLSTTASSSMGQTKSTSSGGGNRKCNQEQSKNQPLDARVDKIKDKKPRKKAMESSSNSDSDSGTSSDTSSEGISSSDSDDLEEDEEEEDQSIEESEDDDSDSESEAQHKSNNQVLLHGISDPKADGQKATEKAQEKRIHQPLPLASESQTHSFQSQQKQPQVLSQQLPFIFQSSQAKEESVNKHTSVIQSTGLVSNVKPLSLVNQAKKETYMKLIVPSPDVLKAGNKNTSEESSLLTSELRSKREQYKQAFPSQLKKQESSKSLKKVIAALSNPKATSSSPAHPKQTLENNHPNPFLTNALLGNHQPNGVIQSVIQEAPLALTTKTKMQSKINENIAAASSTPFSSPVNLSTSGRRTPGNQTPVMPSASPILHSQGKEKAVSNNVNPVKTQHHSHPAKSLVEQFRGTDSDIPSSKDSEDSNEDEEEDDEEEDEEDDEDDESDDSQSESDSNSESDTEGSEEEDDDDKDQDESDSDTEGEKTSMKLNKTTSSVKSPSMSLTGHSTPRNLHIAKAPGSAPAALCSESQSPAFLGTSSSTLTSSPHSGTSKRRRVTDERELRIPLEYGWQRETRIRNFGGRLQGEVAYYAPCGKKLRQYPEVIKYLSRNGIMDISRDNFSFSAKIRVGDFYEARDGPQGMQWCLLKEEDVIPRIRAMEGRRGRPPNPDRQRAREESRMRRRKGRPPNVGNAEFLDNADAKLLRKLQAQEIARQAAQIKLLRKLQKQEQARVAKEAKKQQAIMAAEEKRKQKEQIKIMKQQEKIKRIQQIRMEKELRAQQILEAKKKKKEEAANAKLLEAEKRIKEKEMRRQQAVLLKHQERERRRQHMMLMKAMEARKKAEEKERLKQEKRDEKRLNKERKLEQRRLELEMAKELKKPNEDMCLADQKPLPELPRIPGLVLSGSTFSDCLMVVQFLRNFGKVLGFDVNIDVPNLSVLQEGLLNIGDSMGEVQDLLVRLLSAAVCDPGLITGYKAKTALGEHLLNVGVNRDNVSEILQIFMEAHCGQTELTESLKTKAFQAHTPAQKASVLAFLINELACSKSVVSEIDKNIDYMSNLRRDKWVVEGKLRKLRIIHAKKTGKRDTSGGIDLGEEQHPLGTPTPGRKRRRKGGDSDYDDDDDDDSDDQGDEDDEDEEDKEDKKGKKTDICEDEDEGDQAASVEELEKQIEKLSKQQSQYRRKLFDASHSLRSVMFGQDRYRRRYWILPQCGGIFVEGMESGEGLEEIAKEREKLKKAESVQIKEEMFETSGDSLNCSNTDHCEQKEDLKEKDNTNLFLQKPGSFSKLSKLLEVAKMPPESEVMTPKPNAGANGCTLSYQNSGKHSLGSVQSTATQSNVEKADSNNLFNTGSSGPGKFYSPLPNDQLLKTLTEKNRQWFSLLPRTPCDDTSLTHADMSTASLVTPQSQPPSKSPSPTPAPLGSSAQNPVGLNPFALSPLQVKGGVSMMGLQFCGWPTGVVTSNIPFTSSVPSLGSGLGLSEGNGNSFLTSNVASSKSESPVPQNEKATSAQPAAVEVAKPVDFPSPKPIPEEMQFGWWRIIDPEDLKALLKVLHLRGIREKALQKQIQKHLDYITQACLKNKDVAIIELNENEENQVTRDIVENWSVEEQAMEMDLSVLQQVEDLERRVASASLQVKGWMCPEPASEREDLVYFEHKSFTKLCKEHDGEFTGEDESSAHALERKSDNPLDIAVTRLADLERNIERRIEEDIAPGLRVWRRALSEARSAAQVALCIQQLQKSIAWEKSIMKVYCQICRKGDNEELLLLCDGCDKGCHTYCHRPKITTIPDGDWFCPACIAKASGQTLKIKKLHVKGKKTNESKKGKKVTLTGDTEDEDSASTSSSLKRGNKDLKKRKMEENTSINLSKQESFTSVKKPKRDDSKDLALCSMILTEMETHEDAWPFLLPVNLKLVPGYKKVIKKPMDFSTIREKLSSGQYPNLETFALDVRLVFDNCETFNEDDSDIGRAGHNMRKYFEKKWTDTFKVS
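Multi-concentration screen (max 110 uM) measuring displacement of acetylated histone H3 peptide from BAZ2B by AlphaScreen, using 50 nM protein, 50 nM peptide and 10 ug/mL streptavidin donor plus Ni-chelate acceptor beads.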
Pol eta inh = blocks human DNA polymerase eta activity. Q9Y253. recombinant Pol eta, fluorescent DNA replication assay. Potency, µM (titrated, usually from 114 µM), without a hit: at the highest dose activity change, negative = inhibition, hits mostly inhibitors. actives 1.2% (n = 390,000). AID 588591; note: % is set by controls: 0 for no effect and ±100 for the full control effect
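Pol eta (10 nM) was preincubated with compounds for 15 min at room temperature, after which fluorescent replication substrate (50 nM final) was added to start the reaction. Fluorescence was read kinetically at 0 and 10 min.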
G9a block = G9a (human) methyltransferase inhibition; Q96KQ7; G9a H3K9 monomethylation, AlphaScreen, 2 h; Potency, µM (highest dose often 102 µM), for inactives: at the top dose activity, negative = inhibition, actives largely listed as inhibitors; actives 8.8% (n = 350,000); note: % is set by controls: 0 for no effect and ±100 for the full control effect; nearly all actives have a fitted effect of over 75% in size
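Quantitative HTS format: methyltransferase activity on a biotin-tagged H3K9 peptide is measured by AlphaScreen, using a rabbit anti-monomethyl-H3K9 antibody with streptavidin donor and anti-IgG acceptor beads. Final levels are 20 nM enzyme, 500 nM peptide, 20 uM SAM; 2 h RT.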
POLB inh = blocks human DNA polymerase beta activity; P06746; Pol beta primer extension/strand displacement, fluorescence kinetic; Potency, µM (doses to about 114 µM), inactives show top-dose activity change, negative = inhibition, most hits filed as inhibitors; actives 1.3% (n = 340,000); AID 485314; note: % is set by controls: 0 for no effect and ±100 for the full control effect
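Values derive from four-parameter Hill fits of normalized kinetic data: reads at 0 and 10 min following addition of 50 nM substrate to 10 nM Pol beta preincubated 15 min with compound.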
BLM inh = blocks DNA unwinding by human BLM helicase. AID 2528. Potency, µM (titrated, usually from 56.1 µM), without a hit: top-dose activity change, negative = inhibition, actives largely listed as inhibitors. actives 0.2% (n = 350,000). recombinant BLM DNA unwinding, fluorescence dequenching. P54132;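 note: plate controls were vehicle for no effect and no enzyme for full effect; nearly all actives have a fitted effect of over 35% in size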
* marks the source's active call; other numbers are inactive results; ? = inconclusive; nt = not tested or not shown; & = joins results of further samples; [ ] = remark or other dose. Calls come from the whole dose curve; as a rule, active = well fitted curve in the direction sought with a large enough effect; inconclusive = small, poorly fitted or top-dose-only effect, or another doubt; inactive = no such curve, though single readings can be large; an effect the other way counts as inactive or inconclusive. Potency is the fitted concentration of half-maximal effect. This is a subset, so the mix of outcomes need not match the whole.

SMILES	Pol kappa inh	APEX1 inh	Pol iota inh	JMJD2A Tudor	BAZ2B block	Pol eta inh	G9a block	POLB inh	BLM inh
O=c1[nH]c(=S)[nH]c2nccnc12	-12%	nt	15%	-17%	nt	-6%	nt	nt	nt
CCc1ccc(S(=O)(=O)Nc2cc(-c3cn4ccccc4n3)ccc2C)cc1	-5%	nt	-14%	-15%	-3%	-15%	1%[59 µM]	90%	1%
CCCCCCCCCCC[C@@H](C[C@@H]1OC(=O)[C@H]1CCCCCC)OC(=O)[C@H](CC(C)C)NC=O	?	12%&0%&-14%	83%[activator]	0%	0%	-22%	14%[59 µM]	-14%	-5%&-12%
Cc1cc(NC(=O)c2ccc(Cl)cc2)n(-c2ccccc2)n1	-3%	14%	-12%	10%	0%	-24%	26%	12%	-5%
Cc1ccc(OCc2cc(C(=O)NCCc3cccnc3)no2)cc1C	5%	-4%	1%	-14%	-34%	1%	nt	13%	-1%
C=CCNC(=O)c1c(Br)cnn1-c1ccc(C)cc1	3%	-1%	-3%	-4%	5%	-16%	nt	10%	-1%
COc1ccccc1NC(=O)COC(=O)CCC(=O)c1cccs1	-3%	-2%	22%	-3%	8%	-21%	2%	nt	nt
COc1cc(Cl)c(C)cc1NC(=O)CSCC#N	-5%	5%	-6%	0%	-3%	-13%	6%[59 µM]	2%	1%
O=S(=O)(/C=C/c1ccccc1)NC1CCCCCCC1	-24%	-4%	3%	17%	8%	-23%	19%[59 µM]	4%	-5%
CCc1ccc(N2CN=c3s/c(=C\c4ccccc4)c(=O)n3C2)cc1	-6%	-5%	-28%[58.9 µM]	-12%	-2%	-24%	-2%	3%	-3%
O=c1cc(CN2CCN(c3ccc(F)cc3)CC2)nc2sccn12	-4%	-5%	4%	-17%	0%	-10%	?	8%	0%
CCCCC(c1nnnn1CC1CCCO1)N1CCN(c2ccccc2)CC1 (stereo not given)	-21%	-2%	23%	-19%	-31%	-19%	?	31%[activator]	-2%
O=C(Cn1ccnc1)c1ccc(O)c(O)c1	?	27%	?	22µM*	56µM*	9%	?	nt	nt
COc1ccc(Nc2nc(C)cc(C)c2C(N)=O)c(OC)c1	-8%	10%	29%	-20%	1%	-7%	-5%[59 µM]	2%	-3%
Oc1ccc(C(=S)N2CCCCC2)cc1Cl	-24%	-6%	0%	-17%	0%	-5%	-2%[12.7 µM]	1%	-1%
Cc1ccc2nc(C3CCCCC3)[nH]c2c1	8%	35%	31%[activator]	-14%	4%	-6%	58%[activator]	0%	-2%
CCC(C)NC(=O)Cn1cc2c(n1)CCC(C)C2 (stereo not given)	24%	2%	26%	-9%	3%	-10%	-6%	-1%	0%
CC(=O)O[C@H]1CC2(C)[C@@H](C[C@@H](O)[C@H]3[C@@]4(C)CC[C@@H](O)[C@@H](C)[C@@H]4CC[C@@]32C)C1=C(CCC=C(C)C)C(=O)O (stereo not given in full)	0%[60.1 µM]	-7%	-6%[58.9 µM]	nt	nt	0%[57.1 µM]	36%[activator][59 µM]	-1%[57.1 µM]	nt
CCOC(=O)c1ccccc1NC(=O)CSc1nc2ncccc2[nH]1	-2%	nt	15%	-3%	2%	-2%	1%[59 µM]	3%	-1%
Cc1nnsc1C(=O)N/N=C/c1ccc2ccccc2c1O	-11%	1%	13%	?	1.4µM*	?	40µM*	-4%[57.1 µM]	-3%
O=C(CCCCCNC(=O)N1CCn2c1nc1ccccc12)NCc1ccccc1Cl	2%	30%	24%	-21%	-34%	-10%	20%	1%	1%
O=C(CCN1C(=O)/C(=C/c2ccc(F)cc2)SC1=S)NCCCn1ccnc1	-5%	15%	21%	-14%	?	-20%	50µM*	-2%	-2%
Cc1ccc(-n2nnnc2-c2nc3ccccc3s2)cc1	-2%	-11%	12%	-5%	10%	-21%	-1%[59 µM]	19%	5%
CCCCOC(=O)CSC1=C(C#N)C(c2cccnc2)C(C(=O)OCC)=C(c2ccccc2)N1 (stereo not given)	-21%	-6%	10%	-12%	-16%	-5%	-27%	-2%	-7%
CCC1CN(C(=O)NCc2cccc(OC)c2)c2ccccc2O1 (stereo not given)	-7%[60.1 µM]	-3%	-7%&17%	-9%&-21%	14%&-30%	5%&-18%	40%[activator]	1%&2%	-3%&-6%
CC(=O)Nc1ccc(OCC(O)CN2CCN(S(=O)(=O)c3ccc(NC(C)=O)cc3)CC2)cc1 (stereo not given)	-3%	-3%	3%	-1%	?	-10%	-35%	-1%	1%
Cn1c(SCC(=O)NC2CC2)nnc1-c1ccccn1	5%	8%	-9%	-21%	?	7%	9%	4%	-5%
COc1cc(C(=O)N2CCN(c3ccc(Nc4ccccc4)nn3)CC2)cc(OC)c1OC	-6%[60.1 µM]	nt	32%[activator]	-16%	-15%	-14%	-1%[59 µM]	3%	0%
Cn1c(N)c(C(=O)COC(=O)COc2ccccc2Cl)c(=O)n(C)c1=O	-23%	-9%	29%	-1%	16%	-2%	-5%	nt	nt
O=C(COc1ccc([N+](=O)[O-])cc1)Nc1cccc2cccnc12	-2%	nt	16%	3%	-5%	-16%	16%[59 µM]	0%	-4%
COc1ccccc1-c1ccc(Nc2cccc(C(F)(F)F)c2)nn1	1%	-4%	-3%	-10%	4%	-10%	10%[59 µM]	13%	-6%
CCOC(=O)N1CCN(S(=O)(=O)c2cc(OCC(N)=O)c(C)cc2Cl)CC1	-5%	3%	-9%	-17%	2%	8%	-11%[59 µM]	1%	0%
CN(C)S(=O)(=O)c1ccc(N2CCCC2)c(C(=O)OCC(=O)N2CCN(c3ccccc3)CC2)c1	-18%	-11%	6%	-18%	9%	-8%	-11%[59 µM]	nt	nt
Clc1ccc(COn2ccnc2)cc1Cl	11%	1%	-2%	1%	-11%	-6%	nt	32%	-2%
C=CCNCCOc1cccc(Br)c1	-19%	-1%	13%	-16%	8%	3%	?	28%	-13%
CN(c1ccccc1)S(=O)(=O)c1cccc(C(=O)NC2CCCCC2)c1	-13%	-7%	-11%	-8%	-5%	-26%	11%[12.7 µM]	nt	nt
Cn1c(SCC(=O)Nc2cccc(F)c2)nc2c(c1=O)SCC2	-4%	-18%	12%	-2%	-8%	-22%	9%	-23%	-7%
CCOC(=O)c1cc(-c2ccc(Cl)cc2)nc2c1c(C)nn2CCC#N	-1%	-1%	8%	19%	3%	-14%	68%[activator][12.7 µM]	-9%	-9%
CCc1nnc(NC(=O)c2ccc(S(=O)(=O)N3CCCCC3C)cc2)s1 (stereo not given)	-14%	3%	0%	-10%	11%	14%	1%	2%	0%
CCOc1ccc(NC(=O)CN2C(=O)C3CC=CCC3C2=O)cc1 (stereo not given)	3%	-8%	15%	-10%	15%	-12%	-24%[12.7 µM]	4%	-1%
COc1ccc(-n2c(C)cc(C(=O)Cn3nc(C(=O)O)c4ccccc4c3=O)c2C)cc1	-20%	13%	7%	-25%	-28%	-14%	?	-12%	-6%
NNC(=O)c1cccc(COc2cccc(Br)c2)c1	1%	10%	-4%	-23%	-4%	-4%	nt	-4%	-16%
COc1cccc(OC)c1C(=O)NC(C)C12CC3CC(CC(C3)C1)C2 (stereo not given)	-15%	20%	0%	-14%	13%	3%	-31%[59 µM]	25%	-4%
CC1=C(C(=O)OCC(C)C)[C@]23C(=O)c4ccccc4[C@@]2(O1)OC(N)=C3C#N	-8%	5%	25%	-25%	-2%	-21%	17%[59 µM]	2%	-14%
COc1cccc(NS(=O)(=O)c2ccc3c(c2)NC(=O)C(C)S3)c1 (stereo not given)	7%	-4%	15%	-17%	-20%	-1%	-2%	6%	-5%
COC(=O)c1ccccc1NC(=O)Cn1cc(S(=O)(=O)Cc2ccccc2F)c2ccccc21	-26%	nt	?	-21%	?	-20%	-25%[59 µM]	?	-7%
CCOc1ccc(NC(=O)CSc2nnnn2-c2ccc(C(N)=O)cc2)cc1	-4%	5%	140%[activator]	-5%	12%	-20%	?	6%	0%
CC(C)c1ccccc1OCC(=O)N1CCCCCCC1	3%	4%	166%[activator]	-9%	10%	-17%	nt	10%	5%
CCOC(=O)C1=CSC2=NS(=O)(=O)CCN12	-3%	-4%	?	-12%	36%	-2%	7%[59 µM]	-6%	1%
Cc1ccccc1Cn1c2ccccc2c2cnn(CC(=O)NCc3ccccn3)c(=O)c21	-6%&-6%	36%	4%&-29%	-17%&-17%	-8%&1%	-15%&-2%	51%[activator]	2%&31%	-1%&-7%
Cc1cc2cc(C(c3nnnn3Cc3ccco3)N3CCc4ccccc43)c(=O)[nH]c2cc1C (stereo not given)	?	?	?	?	?	?	11µM*	12%	-24%
Cc1ccc(NC(=O)c2ccsc2)cc1NS(C)(=O)=O	-7%	58%[activator]	132%[activator]	4%	0%	-18%	3%	0%	-3%
O=C(COc1ccccc1F)NCc1ccc(-n2cccc2)cc1	0%	-5%	114%[activator]	-11%	-37%	-5%	-38%	1%	-11%
O=C(Nc1cccc(-c2nn[nH]n2)c1)c1cccs1	-7%	8%	9%	-8%	-4%	2%	nt	43%	-7%
COCC(=O)N/N=C(\C)CC(=O)NCc1ccco1	-7%	0%	7%	1%	-19%	-15%	-10%[59 µM]	-3%	-6%
COc1ccc(CNC(=O)CCCSc2ccccc2)cc1	0%	4%	-14%	15%	4%	-13%	49%	30%	-2%
COC(=O)CSc1nc2cc3c(cc2cc1C)OCCO3	6%	-2%	11%	7%	14%	-11%	49%	-27%	-1%

Among those listed so far, these contain bromine:
SMILES	Pol kappa inh	APEX1 inh	Pol iota inh	JMJD2A Tudor	BAZ2B block	Pol eta inh	G9a block	POLB inh	BLM inh
C=CCNC(=O)c1c(Br)cnn1-c1ccc(C)cc1	3%	-1%	-3%	-4%	5%	-16%	nt	10%	-1%
C=CCNCCOc1cccc(Br)c1	-19%	-1%	13%	-16%	8%	3%	?	28%	-13%
NNC(=O)c1cccc(COc2cccc(Br)c2)c1	1%	10%	-4%	-23%	-4%	-4%	nt	-4%	-16%
